GASC1 inh – inhibitors of human demethylase GASC-1 KDM4C | inhibition, % at 12.5 µM | hit rate 0.15% among 96,000 | Q9H3R0 | GST-KDM4C 2-372, H3K9me3 peptide, LANCE TR-FRET;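 active = mean replicate inhibition above about 25%, with at least 55% of replicates also reaching it, limit read from the data, passing the limit was not always enough; inconclusive = only one of those two conditions met; inactive = neither condition met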
Target sequence (Q9H3R0 2-372 limits assumed): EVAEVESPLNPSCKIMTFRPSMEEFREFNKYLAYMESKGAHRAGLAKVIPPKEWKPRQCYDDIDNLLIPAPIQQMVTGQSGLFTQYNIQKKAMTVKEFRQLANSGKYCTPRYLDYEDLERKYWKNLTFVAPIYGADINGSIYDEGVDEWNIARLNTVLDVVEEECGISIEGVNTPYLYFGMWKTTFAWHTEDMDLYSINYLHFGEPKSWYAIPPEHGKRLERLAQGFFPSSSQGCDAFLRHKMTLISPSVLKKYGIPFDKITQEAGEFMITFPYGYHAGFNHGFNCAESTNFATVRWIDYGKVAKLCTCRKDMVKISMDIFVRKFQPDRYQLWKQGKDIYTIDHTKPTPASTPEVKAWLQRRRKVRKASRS
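Compound: one test concentration per compound; Material: GST-GASC-1 enzyme fragment 2-372; Amount: GASC-1 enzyme at 10 nM final in reaction; Also added: H3K9me3 peptide substrate, Fe(II), 2-oxoglutarate; Technique: LANCE TR-FRET; Times: 30 min demethylation and 1 h detection at room temperature.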
Pf Dd2 growth – blocks growth of Plasmodium falciparum Dd2 parasites | activity change, % at 10 µM | hit rate 2.3% among 94,000 | P. falciparum Dd2 growth, SYBR Green, 72 h; hits give low values; in the data active = activity change below about -80%; inconclusive = no clear call, values can overlap the other calls
C diff HTS – blocks growth of Clostridium difficile. hit rate 0.25% among 86,000. growth activity, negative = inhibition, % at 16 µg/mL (by protocol). Clostridium difficile clinical isolate growth, OD600, 24 h; hits give low values;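 active = mean growth activity at or below -80% and every replicate also at or below -80%; inconclusive = mean at or below -80% but some replicate above -80%; inactive = mean growth activity above -80%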;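 note: 0% = DMSO wells and -100% = levofloxacin 16 µg/mL wells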
Tcruzi prolif – T. cruzi proliferation inhibition; T. cruzi beta-gal in NIH3T3, GalScreen luminescence, 90 h; inhibition, % at 8.34 µM; hit rate 5.9% among 77,000;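 active = mean inhibition above about 93%, with at least 55% of replicates each passing it, limit read from the data, passing the limit was not always enough; inconclusive = only one of those two conditions holds; inactive = neither condition holds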
An asterisk follows results filed as active; ? = inconclusive; . = no result given; & = joins results of further samples.

entry	molecule	GASC1 inh	Pf Dd2 growth	C diff HTS	Tcruzi prolif
1	O=C(C[C@H]1C=C[C@H](NC(=O)C2CC2)[C@H](CO)O1)NCCc1cscn1	-0.8	19.0	-3.9	.
2	O=C(N[C@H]1CC[C@H](CCNS(=O)(=O)c2ccc(Cl)cc2)O[C@@H]1CO)c1cccc(F)c1	-0.4	8.7	-1.9	24.8
3	O=S(=O)(N[C@@H]1CC[C@H](CCn2cc(-c3cccnc3)nn2)O[C@@H]1CO)c1ccc(F)cc1	-0.3	4.4	4.9	0.4
4	CN1[C@@H]2Cn3c(ccc(-c4ccncc4)c3=O)[C@H]1[C@@H](C(=O)NCCc1ccccc1)[C@@H]2CO	13.5	-4.2	0.0	3.2
5	CCC(=O)N1C[C@H](O)COC[C@@H]2O[C@H](CC(=O)NCC3CCCCC3)CC[C@H]21	-1.0	-13.4	-3.4&-7.9	47.4
6	C/C=C/c1ccc([C@@H]2[C@H](CO)N[C@H]2CN(CC)C(=O)CN2CCOCC2)cc1	-1.2	18.1	-0.7	-40.9
7	O=C(C[C@H]1CC[C@H]2NC[C@@H](O)COC[C@@H]2O1)NCCN1CCCCC1	-1.8	1.9	9.1&8.7	-41.8
8	C[C@H](CO)N1C[C@H](C)[C@H](CN(C)Cc2ccc(Cl)c(Cl)c2)Oc2c(NS(=O)(=O)c3ccccc3)cccc2C1=O	2.2	-13.2	5.0	-44.2
9	COc1ccc(CN(C)C[C@H]2Oc3ccc(NC(=O)Nc4ccc(C(F)(F)F)cc4)cc3CC(=O)N([C@@H](C)CO)C[C@H]2C)cc1	-0.2	17.3	48.0	62.9
10	C[C@H]1CN([C@@H](C)CO)C(=O)c2cc(NS(=O)(=O)c3ccc(Cl)cc3)ccc2O[C@@H]1CN(C)Cc1ccc2c(c1)OCO2	-0.1	-9.3	1.1	47.0
11	COCC(=O)Nc1ccc2c(c1)OC[C@H](C)NC[C@@H](C)[C@@H](OC)CN(C)C2=O	0.8	.	2.9	38.1
12	CCCC(=O)Nc1ccc2c(c1)C(=O)N(C)[C@H]1CC[C@@H](CC(=O)NCCOC)O[C@H]1CO2	1.5	19.4	2.5	12.9
13	C[C@@H](O)C#Cc1ccc([C@@H]2[C@@H](CO)N3CCCCN(C(=O)c4ccncc4)C[C@@H]23)cc1	-0.7	8.0	-5.0	8.7
14	COc1ccc(CN2C[C@H](O)COC[C@H]3O[C@@H](CC(=O)NCc4ccccc4Cl)CC[C@@H]32)cc1	-0.6	-14.2	0.8&-4.1	53.6
15	C[C@@H]1CN([C@@H](C)CO)C(=O)c2ccccc2-c2ccccc2CO[C@H]1CN(C)C(=O)CCN(C)C	2.9	31.8	-1.2	-45.4
16	CCc1nc(N2[C@H](CO)[C@H](c3ccccc3-c3ccc(F)cc3)[C@@H]2C#N)sc1C	-0.9	-65.7	-2.1	.
17	Cc1noc(C)c1S(=O)(=O)Nc1ccc2c(c1)C(=O)N([C@@H](C)CO)C[C@@H](C)[C@H](CN(C)C(=O)c1ccccc1)OCCCC[C@@H](C)O2	0.6	-0.5	.	-18.0
18	CCCN1[C@H](C(=O)OC)[C@@H](CO)[C@@H]2Cn3c(ccc(C4=CCCC4)c3=O)[C@@H]21	10.7	-0.2	-0.4	14.0
19	CO[C@@H]1CN(C)C(=O)c2cc(NC(=O)c3cnccn3)ccc2OC[C@@H](C)N(C)C[C@@H]1C	-0.6	-5.3	.	38.3
20	O=C(Nc1nccs1)[C@@H]1[C@@H](CO)[C@@H]2Cn3c(cccc3=O)[C@H]1N2C(=O)C1CC1	-1.4	6.4	0.4	38.7
21	CO[C@H]1CN(C)C(=O)c2ccc(NS(=O)(=O)c3ccccc3F)cc2OC[C@H](C)NC[C@H]1C	-1.0	13.1	.	45.9
22	CO[C@H]1CN(C)C(=O)c2cc(NC(C)=O)ccc2OC[C@@H](C)N(CCc2ccccc2)C[C@H]1C	-2.0	1.4	1.2	9.1
23	COc1ccc2c3c([nH]c2c1)[C@H](CO)N(S(=O)(=O)c1ccc(C)cc1)CC31CCN(Cc2nccs2)CC1	-0.4	-72.6	-4.7	.
24	CO[C@H]1CN(C)C(=O)c2cc(NC(=O)CC(F)(F)F)ccc2OC[C@@H](C)N(C(=O)C2CCCCC2)C[C@@H]1C	0.3	-1.8	-8.0	.
25	CO[C@H]1CN(C)C(=O)c2cc(NC(=O)Nc3cccc(F)c3)ccc2OC[C@@H](C)NC[C@@H]1C	-1.2	-7.5	.	-10.8
26	O=C(C[C@@H]1C[C@@H]2c3cc(NC(=O)C4CCC4)ccc3O[C@@H]2[C@H](CO)O1)NCc1ccc2c(c1)OCO2	-1.2	-8.0	1.4	57.1
27	C[C@@H]1CN([C@@H](C)CO)C(=O)Cc2cc(NC(=O)Nc3ccc(F)cc3)ccc2O[C@@H]1CN(C)C(=O)Nc1cccc2ccccc12	0.0	-17.5	4.5	23.2
28	CCCNC(=O)N1[C@H](CO)[C@@H]2c3ccccc3N(C(=O)c3ccncc3)C[C@@H]21	-1.9	20.4	-0.7	4.5
29	C[C@@H]1CN([C@H](C)CO)C(=O)c2cc(NS(=O)(=O)c3cn(C)cn3)ccc2O[C@@H](C)CCCCO[C@@H]1CN(C)Cc1ccccc1	-0.6	6.3	.	-30.5
30	C[C@H]1CN([C@@H](C)CO)C(=O)Cc2cc(NS(=O)(=O)c3cn(C)cn3)ccc2O[C@@H]1CN(C)Cc1ccccc1	2.6	9.3	0.0	33.5
31	COc1ccc(C#Cc2ccc3c(c2)O[C@H](CN(C)S(=O)(=O)c2ccccc2F)[C@H](C)CN([C@@H](C)CO)S3(=O)=O)cc1	-6.7	-68.9	-0.8	.
32	Cc1noc(C)c1S(=O)(=O)N(C)C[C@@H]1Oc2ccc(NC(=O)Cc3cn(C)c4ccccc34)cc2CC(=O)N([C@H](C)CO)C[C@H]1C	-0.2	-14.9	2.3	-11.3
33	C[C@@H]1CN([C@@H](C)CO)C(=O)Cc2cc(NC(=O)C3CCCCC3)ccc2O[C@@H]1CN(C)C(=O)Nc1cccc2ccccc12	-0.7	7.2	-0.8	12.9
34	COc1cccc(-c2cn(CC[C@H]3CC[C@H](NC(=O)CC4CC4)[C@H](CO)O3)nn2)c1	-0.4	-3.2	-0.8	40.4
35	CCCNC(=O)N(C)C[C@H]1Oc2ncc(C#CC3(O)CCCC3)cc2C(=O)N([C@@H](C)CO)C[C@H]1C	-0.8	12.3	3.8	.
36	Cc1noc(C)c1S(=O)(=O)N(C)C[C@H]1Oc2ccc(NC(=O)Nc3ccc(F)cc3)cc2CC(=O)N([C@H](C)CO)C[C@@H]1C	-1.0	-21.0	1.2	28.6
37	CC(C)NC(=O)N(C)C[C@@H]1OCc2ccccc2-c2c(n(C)c3ccccc23)C(=O)N([C@H](C)CO)C[C@@H]1C	-0.7	-3.5	.	-24.0
38	CCS(=O)(=O)Nc1ccc2c(c1)C(=O)N(C)[C@H]1CC[C@H](CC(=O)OC)O[C@H]1CO2	-0.9	7.4	-3.0	13.2
39	CO[C@H]1CN(C)C(=O)c2ccc(NS(=O)(=O)c3cccc(C)c3)cc2OC[C@H](C)NC[C@H]1C	0.1	28.5	0.2	-30.5
40	CC(C)CC#Cc1cnc2c(c1)C(=O)N([C@H](C)CO)C[C@H](C)[C@H](CN(C)C(=O)Nc1ccccc1F)O2	1.3	-14.2	-5.1	53.1
41	CN(C)CC(=O)N1CCCCN2[C@H](C1)[C@H](c1ccc(-c3ccccc3)cc1)[C@@H]2CO	-0.3	-33.9	-11.0	26.3
42	C[C@H](CO)N1C[C@H](C)[C@H](CN(C)Cc2ccc(C(=O)Nc3ccccc3N)cc2)Oc2c(NC(=O)c3nc4ccccc4s3)cccc2C1=O	-0.6	-92.6*	.	?
43	CC(C)NC(=O)Nc1cccc2c1O[C@H](CN(C)Cc1ccc3c(c1)OCO3)[C@@H](C)CN([C@@H](C)CO)C2=O	0.2	-10.5	11.0	.
44	COc1cc(CN2CC3(CN(C(=O)Nc4cccc(F)c4)C3)c3c(n(C)c4cc(OC)ccc34)[C@@H]2CO)cc(OC)c1	-1.5	-31.4	54.3	.
45	COc1ccccc1C#Cc1cnc2c(c1)C(=O)N([C@H](C)CO)C[C@@H](C)[C@@H](CN(C)C(=O)c1ccc3c(c1)OCO3)O2	.	-10.5	11.9	.
46	CCCC(=O)Nc1ccc2c(c1)C(=O)N(C)[C@H]1CC[C@@H](CC(=O)OC)O[C@H]1CO2	0.2	2.5	-5.3	-6.4
47	O=C(CN1CCOCC1)NCC[C@@H]1CC[C@H](NS(=O)(=O)c2ccc(F)cc2)[C@H](CO)O1	-1.5	1.4	.	7.5
48	C[C@@H](NC(=O)C[C@@H]1CC[C@H](NC(=O)CN2CCOCC2)[C@H](CO)O1)c1ccccc1	5.8	3.7	.	19.5
49	CC(C)NC(=O)N1CCCCN2[C@H](C1)[C@@H](c1ccc(C#C[C@@H](C)O)cc1)[C@@H]2CO	0.1	33.3	-1.8	33.2
50	CCCNC(=O)N1CC2(CCN(C(=O)CN(C)C)CC2)c2c(n(C)c3cc(OC)ccc23)[C@H]1CO	0.5	-88.2*	-4.2	.
51	O=C(c1cccc(F)c1)N1CCCCN2[C@H](CO)[C@H](c3ccc(C#CC4(O)CCCC4)cc3)[C@H]2C1	0.0	-10.4	0.5	88.1
52	C[C@@H]1CN([C@H](C)CO)C(=O)c2cc(-c3ccc(C(=O)N(C)C)cc3)cnc2O[C@H]1CN(C)C	3.5	32.6	-1.8	14.3
53	Cc1nn(C)cc1NC(=O)C[C@@H]1CC[C@H]2[C@H](COc3ccc(NC(=O)C4CCOCC4)cc3C(=O)N2C)O1	8.6	.	-6.5	7.7
54	CCCNC(=O)N1CC(=O)N2[C@H](C1)[C@H](c1ccc(-c3cccc(C)c3)cc1)[C@@H]2CO	1.6	-26.4	-17.2	.
55	CCCNC(=O)C[C@@H]1CC[C@H]2[C@@H](COc3ccc(NC(=O)c4ccc(C(F)(F)F)cc4)cc3C(=O)N2C)O1	-0.2	-17.6	2.3	15.6
56	COC(=O)[C@H]1[C@H](CO)[C@H]2Cn3c(ccc(-c4ccncc4)c3=O)[C@H]2N1CC1CCCCC1	-0.1	5.4	0.1	12.1
57	CC=Cc1ccc2n(c1=O)C[C@@H]1[C@@H](CO)[C@H](C(=O)NCC3CC3)[C@H]2N1Cc1ccncc1 (mixture of isomers)	0.9	.	0.7	85.5
58	COc1ccc(NC(=O)Nc2ccc3c(c2)CC(=O)N([C@@H](C)CO)C[C@@H](C)[C@H](CN(C)Cc2ccc(Oc4ccccc4)cc2)O3)cc1	-0.6	?	3.8	44.8
59	CC(C)NC(=O)N(C)C[C@H]1OCCCC[C@H](C)Oc2ccc(NC(=O)c3ccncc3)cc2C(=O)N([C@H](C)CO)C[C@@H]1C	-2.2	.	-0.9	55.0
60	C[C@H]1CN([C@@H](C)CO)C(=O)c2cc(C3=CCCC3)cnc2O[C@@H]1CN(C)C(=O)c1ccccc1	1.5	-23.9	-0.9	-4.7

New compounds follow
entry	molecule	GASC1 inh	Pf Dd2 growth	C diff HTS	Tcruzi prolif
61	O=C(C[C@H]1CC[C@@H]2[C@H](COC[C@@H](O)CN2Cc2cccc(Cl)c2)O1)NCC1CCCCC1	0.3	.	0.4&-2.0	111.3*
62	O=C(CN1CCOCC1)N1CCCCN2[C@H](C1)[C@H](c1ccc(/C=C/c3ccccc3)cc1)[C@@H]2CO	-1.4	-39.5	5.2	6.7
63	CNC[C@@H]1OCc2cn(nn2)CCCC(=O)N([C@@H](C)CO)C[C@H]1C	0.1	-4.1	.	-24.0
64	COc1cccc(S(=O)(=O)N(C)C[C@H]2Oc3cc(C#CCC(C)C)ccc3S(=O)(=O)N([C@@H](C)CO)C[C@@H]2C)c1	-1.9	?	2.0	74.2
65	CN(C)CC#Cc1ccc([C@@H]2[C@H]3CN(C(=O)Nc4ccc(F)cc4)CCCCN3[C@H]2CO)cc1	0.2	20.5	-4.4	21.2
66	COc1ccccc1CNC(=O)C[C@@H]1CC[C@@H]2[C@H](COc3ccc(NC(C)=O)cc3C(=O)N2C)O1	-0.1	3.6	21.3	14.1
67	C[C@@H]1CN([C@@H](C)CO)C(=O)c2cccc(NS(=O)(=O)c3ccc(F)cc3)c2O[C@@H]1CN(C)Cc1ccc2c(c1)OCO2	-0.1	-42.4	6.1	38.9
68	Cc1noc(C)c1S(=O)(=O)Nc1ccc2c(c1)C(=O)N([C@H](C)CO)C[C@H](C)[C@H](CN(C)C(=O)NC1CCCCC1)OCCCC[C@H](C)O2	-0.5	-55.3	-0.3	34.1
69	COc1ccc2c3c([nH]c2c1)[C@@H](CO)N(Cc1cc(F)ccc1F)CC31CCN(C(=O)C2CCC2)CC1	0.0	-88.0*	3.8	.

3 compounds out of the list, sorted by count of non-hydrogen atoms, rising:
entry	molecule	GASC1 inh	Pf Dd2 growth	C diff HTS	Tcruzi prolif
63	CNC[C@@H]1OCc2cn(nn2)CCCC(=O)N([C@@H](C)CO)C[C@H]1C	0.1	-4.1	.	-24.0
66	COc1ccccc1CNC(=O)C[C@@H]1CC[C@@H]2[C@H](COc3ccc(NC(C)=O)cc3C(=O)N2C)O1	-0.1	3.6	21.3	14.1
69	COc1ccc2c3c([nH]c2c1)[C@@H](CO)N(Cc1cc(F)ccc1F)CC31CCN(C(=O)C2CCC2)CC1	0.0	-88.0*	3.8	.

From PubChem BioAssay
